# Assay outcomes deposited in PubChem by NCI.
# NCI-60 one-dose screen, 48 h, at 10 µM unless noted. Numbers give growth in % (100 = growth as untreated, 0 = no growth, -100 = all killed).
# SW-620 – SW-620 colon cancer; 82,000 compounds, 5.2% hits
# HCT-116 – HCT-116 colon cancer; AID 1794798; 82,000 compounds, 7.3% hits
# HCT-15 – HCT-15 colon cancer | 82,000 compounds, 5.2% hits | AID 1794746
# UO-31 – UO-31 renal cancer; 81,000 compounds, 5.2% hits; AID 1794768
# HT29 – HT29 colon cancer; 81,000 compounds, 7.4% hits
# 786-0 – 786-0 renal cancer cells. 81,000 compounds, 5.1% hits
# SN12C – SN12C renal cancer cells. 81,000 compounds, 3.8% hits
# HCC-2998 – HCC-2998 colon cancer; AID 1794799; 79,000 compounds, 4.7% hits
# TK-10 – TK-10 renal cancer cells | 81,000 compounds, 3.9% hits
# The depositor's hits bear a star; . = not tested or not shown; & = joins results of further samples. Rule for the calls: active = growth percent below 10; inactive = the rest.
SMILES,SW-620,HCT-116,HCT-15,UO-31,HT29,786-0,SN12C,HCC-2998,TK-10
COc1ccc(C(c2cc(OC)c(OC)c(OC)c2)N2CCN(c3ccccc3)CC2)cc1 (stereo not given),74.1,62.8,67.6,73.4,63.5,100.8,100.6,93.3,106.2
COc1ccc(/C(C)=N/Nc2ncc(-c3cc(O)c(C)c(C)c3O)s2)cc1,117.7,92.3,83.1,80.7,95.9,101.7,91.6,122.3,113.0
Cc1c(-c2cnc(NN)s2)nnn1-c1ccc([N+](=O)[O-])cc1,97.2,91.6,93.5,58.1,91.9,96.2,82.7,96.7,91.8
CN1CCC(NS(=O)(=O)c2ccc(NC(=O)CN(c3ccc(F)cc3)S(=O)(=O)c3ccc(Cl)cc3)cc2)CC1,88.9,62.8,97.6,85.8,44.2,78.0,86.3,99.6,98.8
CC(=O)C1(C)C(=O)N(c2ccc(C)cc2)C(=O)N1c1ccc(C)cc1 (stereo not given),101.1,105.7,98.7,89.1,98.2,104.8,101.2,111.4,109.3
O=C(Nc1ccc(N2CCN(Cc3ccccc3)CC2)cc1)c1cccs1,106.2,101.7,110.1,71.8,106.0,91.3,91.4,98.3,95.3
CCN(CC)C(=O)c1cc(OC)c(OC)c(OC)c1,105.1,97.8,100.8,88.2,95.9,101.8,103.4,105.7,86.6
Cc1c(Cc2ccccc2)c(=O)oc2c(C)c(OCC(=O)n3[nH]c(=O)cc3N)ccc12,105.3,100.2,104.0,64.2,98.5,103.9,96.6,116.0,120.6
CCCCCCCCC[Si](F)(CCCCCCCC)CCCCCCCC,108.6,96.4,103.7,91.2,.,100.4,104.8,107.7,103.7
CN1CCN(CC#CCNC(=O)[C@]2(C)CC[C@]3(C)CC[C@@H]4C(=CC[C@H]5[C@@]4(C)CC[C@H]4C(C)(C)C(=O)CC[C@]54C)[C@@H]3C2)CC1,104.5,82.0,85.5,86.8,67.3,95.7,91.1,105.6,106.0
O=C(Cn1ccc(Nc2ccccc2)cc1=O)Nc1ccccc1C(=O)c1ccccc1,105.7,103.0,97.5,83.1,102.0,102.9,104.1,.,106.4
COc1ccc(C2CC(=O)c3ccccc3O2)cc1 (stereo not given),102.0,111.0,96.9,92.5,100.4,97.1,96.2,102.7,95.2
COC(=O)[C@]12CC[C@@H](C)[C@H](C)[C@@H]1C1=CC[C@@H]3[C@@]4(C)C(C=O)=C[C@@](C)(COS(C)(=O)=O)C4=CC[C@@]3(C)[C@]1(C)CC2,-85.2*,-81.2*,-80.5*,-93.8*,-63.2*,-66.0*,-37.8*,-83.5*,-54.7*
Cc1ccc(N=Cc2ccccc2O)cc1Cl,105.0,97.3&94.2,107.0&116.6,87.1&69.5,110.2&106.7,92.8&92.1,102.1&95.0,102.6&109.1,128.5&112.1
O=C(N/N=C/c1c(Cl)cccc1Cl)c1cccnc1Nc1cccc(C(F)(F)F)c1,44.9,35.5,26.0,29.8,40.4,42.6,42.6,72.2,35.6
CCOC(=O)c1nc(Oc2ccc(NC(=O)Nc3cccc(C)c3)cc2)c2ccccc2n1,93.6,94.0,97.6,76.8,102.3,103.3,103.8,.,123.5
O=C(NNc1nc2cc(F)c(F)cc2n2cccc12)c1cccnn1,22.0,8.9*,29.1,13.3,29.5,19.2,15.8,49.2,39.5
CCC(NC(N)=O)C(CC)NC(N)=O (stereo not given),104.6,101.5,110.4,66.5,116.2,98.8,109.2,115.4,112.0
C/C(=N\N=C1/NC(=O)C(CC(=O)O)S1)c1nnn(-c2ccc(Cl)cc2)c1C (stereo not given),106.3,104.5,100.7,88.2,107.0,99.3,98.8,100.0,98.3
C=C(C[n+]1ccccc1)[C@@H]1CC[C@]2(C(=O)O)CC[C@]3(C)[C@H](CC[C@@H]4[C@@]5(C)CC[C@H](OC(C)=O)C(C)(C)[C@@H]5CC[C@]43C)[C@@H]12,103.8,100.9,103.2,86.1,98.0,101.0,99.8,110.2,99.5
Cc1cc(O)c(C(=O)c2c[nH]c(=O)c(-n3cnnn3)c2)cc1C,101.9,89.4,100.7,82.2,93.8,96.2,100.6,92.9,95.2
C[C@@H]1OCC2(CCN(c3cnc(C(=O)Nc4cc(F)cc5cccnc45)cn3)CC2)[C@@H]1N,12.5,15.7,20.9,41.1,32.4,71.3,59.6,84.3,90.8
CCN(CC)c1ccc(C=O)c(OCc2cn(CC(=O)Nc3ccc(Cl)cc3)nn2)c1,85.6,47.3,61.4,-58.2*,73.2,72.9,63.5,86.1,83.8
O=C1c2ccccc2C(=O)c2c1cccc2S(=O)(=O)O,104.3,112.3,108.5,69.2,109.2,110.1,99.6,101.7,106.7
CC1(C)CC[C@]2(C(=O)O)CC[C@]3(C)C(=CC[C@@H]4[C@@]5(C)CC[C@H](NOCCCN)C(C)(C)[C@@H]5CC[C@]43C)[C@@H]2C1,83.8,57.2,64.8,71.4,74.0,98.6,83.5,76.3,121.8
O=C(CNC(=O)OCc1ccccc1)OC(c1ccccc1)c1ccccc1,102.4,99.9,91.0,55.2,102.9,101.9,101.0,102.1,109.9
Cc1cccc(-c2nc(Nc3cccc(S(N)(=O)=O)c3)c3ccccc3n2)c1,67.6,-5.7*,9.7*,29.7,38.4,5.7*,51.7,-1.5*,73.7
Cc1ccc2nc(-c3c(C)nn(-c4ccccc4)c3N3CCOCC3)[nH]c2c1,98.8,103.5,101.2,74.8,105.1,108.4,96.2,126.2,147.8
C/C(=N/O)c1ccc(N2C(=O)c3cc(Cl)c(Cl)cc3C2=O)cc1,110.5,107.1,105.5,85.8,107.3,99.9,100.8,109.7,94.9
CC(=O)N(Cc1ccccc1)c1nc2c([nH]c3ccccc32)s1,94.3,98.9,98.9,91.4,102.1,94.3,104.9,112.6,103.7

# 10 entries from above, tab-delimited:
smiles	SW-620	HCT-116	HCT-15	UO-31	HT29	786-0	SN12C	HCC-2998	TK-10
COc1ccc(C(c2cc(OC)c(OC)c(OC)c2)N2CCN(c3ccccc3)CC2)cc1 (stereo not given)	74.1	62.8	67.6	73.4	63.5	100.8	100.6	93.3	106.2
COc1ccc(/C(C)=N/Nc2ncc(-c3cc(O)c(C)c(C)c3O)s2)cc1	117.7	92.3	83.1	80.7	95.9	101.7	91.6	122.3	113.0
Cc1c(-c2cnc(NN)s2)nnn1-c1ccc([N+](=O)[O-])cc1	97.2	91.6	93.5	58.1	91.9	96.2	82.7	96.7	91.8
CN1CCC(NS(=O)(=O)c2ccc(NC(=O)CN(c3ccc(F)cc3)S(=O)(=O)c3ccc(Cl)cc3)cc2)CC1	88.9	62.8	97.6	85.8	44.2	78.0	86.3	99.6	98.8
CC(=O)C1(C)C(=O)N(c2ccc(C)cc2)C(=O)N1c1ccc(C)cc1 (stereo not given)	101.1	105.7	98.7	89.1	98.2	104.8	101.2	111.4	109.3
O=C(Nc1ccc(N2CCN(Cc3ccccc3)CC2)cc1)c1cccs1	106.2	101.7	110.1	71.8	106.0	91.3	91.4	98.3	95.3
CCN(CC)C(=O)c1cc(OC)c(OC)c(OC)c1	105.1	97.8	100.8	88.2	95.9	101.8	103.4	105.7	86.6
Cc1c(Cc2ccccc2)c(=O)oc2c(C)c(OCC(=O)n3[nH]c(=O)cc3N)ccc12	105.3	100.2	104.0	64.2	98.5	103.9	96.6	116.0	120.6
CCCCCCCCC[Si](F)(CCCCCCCC)CCCCCCCC	108.6	96.4	103.7	91.2	.	100.4	104.8	107.7	103.7
CN1CCN(CC#CCNC(=O)[C@]2(C)CC[C@]3(C)CC[C@@H]4C(=CC[C@H]5[C@@]4(C)CC[C@H]4C(C)(C)C(=O)CC[C@]54C)[C@@H]3C2)CC1	104.5	82.0	85.5	86.8	67.3	95.7	91.1	105.6	106.0

# Shown as labelled records: entries from further up.
Cc1cccc(-c2nc(Nc3cccc(S(N)(=O)=O)c3)c3ccccc3n2)c1
- SW-620 = 67.6
- HCT-116 = -5.7*
- HCT-15 = 9.7*
- UO-31 = 29.7
- HT29 = 38.4
- 786-0 = 5.7*
- SN12C = 51.7
- HCC-2998 = -1.5*
- TK-10 = 73.7
Cc1ccc2nc(-c3c(C)nn(-c4ccccc4)c3N3CCOCC3)[nH]c2c1
- SW-620 = 98.8
- HCT-116 = 103.5
- HCT-15 = 101.2
- UO-31 = 74.8
- HT29 = 105.1
- 786-0 = 108.4
- SN12C = 96.2
- HCC-2998 = 126.2
- TK-10 = 147.8

# Following part
SMILES,SW-620,HCT-116,HCT-15,UO-31,HT29,786-0,SN12C,HCC-2998,TK-10
NS(=O)(=O)c1ccc(CCn2c(SCC(=O)Nc3ccccc3)nc3ccccc3c2=O)cc1,105.4,90.1,98.8,61.0,95.1,93.8,101.0,112.2,95.3
CC(C)c1cc(C(C)C)c(N=Cc2ccccc2)c(C(C)C)c1N=Cc1ccccc1,104.1,91.9,95.3,97.3,89.4,94.2,97.2,100.1,97.4
CCOC(=O)C1CCN(c2ccc(N3C[C@H](CNC(=O)c4ccc(Cl)c(N)c4)OC3=O)cc2)CC1,99.4,106.5,96.2,87.4,108.0,100.9,97.0,113.1,99.0
Cc1ccc(Nc2nc(N)[nH]c(=O)c2N=O)cc1C,91.1,72.3,134.8,67.4,113.4,84.1,109.1,109.4,101.0
CCC(C)Cn1cnc2c(SCC(=O)O)nc(N)nc21 (stereo not given),96.5,100.7,98.5,90.0,110.6,99.0,111.6,104.5,92.7
N#Cc1c(-c2cccs2)c(C(N)=O)c(N)n(Cc2nc3ccccc3[nH]2)c1=O,98.6,98.0,100.4,62.7,103.6,100.9,100.1,103.7,135.1
COc1ccc(/C=C/C=C(C(=O)O)C(=O)O)cc1,97.0,93.9,104.8,89.9,95.1,92.7,98.8,97.6,85.4
O=C1CCCN1c1ccccc1,99.4,95.5,101.7,63.6,104.5,100.7,99.6,95.9,97.6
C=C(C[C@@](O)(C(=O)Oc1ccccc1)[C@H](O)CC)c1ccccc1,100.0,93.3,106.8,81.4,100.1,100.6,101.8,97.8,102.6
NN(c1cccc(C(F)(F)F)c1)c1ccccn1,112.7,100.7,103.0,90.8,99.2,102.3,105.2,102.0,108.9
COC1=C(OC)C(=O)c2ccccc2C1=O,97.0,96.2,101.1,78.6,106.5,120.4,108.2,94.5,114.6
N[C@H]1CC[C@@H](C(=O)O)C1,104.7,104.6,101.2,88.2,107.9,100.7,99.4,108.1,96.5
CCc1cccc(C)c1NC(=O)CCC(=O)OC,101.3,92.6,105.0,89.9,109.7,97.6,106.8,103.6,105.4
NC(=S)N/N=C/c1ccc(OC(=O)COc2cc(Cl)c(Cl)cc2Cl)cn1,59.6,67.9,81.0,22.1,70.7,19.9,43.9,63.7,92.5
Cc1ccc(C(=O)Nc2ccc(Oc3cc4cnn(C)c4cc3-c3cn[nH]c3)c(F)c2)c(=O)n1-c1ccc(F)cc1,66.8,36.0,40.7,54.5,14.8,62.6,47.7,97.8,35.9
Cc1ccc(C)c(C2=NN(c3ccc(S(=O)(=O)NC(=O)NCc4ccccc4)cc3)C(c3ccccc3Cl)C2)c1 (stereo not given),91.7,65.4,72.0,63.3,92.3,106.8,76.3,72.1,112.2
COc1ccc(/C=C2\CN(Cc3cn(CCCNc4ccnc5cc(Cl)ccc45)nn3)C/C(=C\c3ccc(OC)c(OC)c3)C2=O)cc1OC,-16.7*,-64.6*,10.0*,33.2,-40.1*,-1.8*,-38.0*,-87.0*,14.3
COC(=O)c1ccc2c(c1)c1c(C)c3cnccc3c(C)c1n2C,-6.1*,-59.8*,-8.8*,-45.7*,-10.9*,-63.4*,-3.9*,1.4*,-15.5*
NC(=O)c1cccc(-n2ccc3cc(NC(=O)c4cccc(C(F)(F)F)c4)ccc32)n1,88.5,73.2,48.7,34.6,51.9,77.6,81.7,90.2,85.2
CC(C)OC(=O)[C@H](C)N[P@](=O)(OC[C@@H]1[C@@H](CO[P@@](=O)(N[C@@H](C)C(=O)OC(C)C)Oc2ccccc2)C=C[C@H]1n1cnc2c(N)ncnc21)Oc1ccccc1,84.0,102.1,100.0,73.0,108.6,96.9,96.7,96.6,104.9
CCC(=O)c1ccc(Cl)s1,103.9,100.5,105.3,98.0,96.9,105.4,101.3,101.6,103.5
CC(C)CCC[C@@H](C)[C@H]1CC[C@H]2[C@@H]3CC[C@H]4CC(=O)[C@H](Br)C[C@]4(C)[C@H]3CC[C@]12C,100.3,105.0,100.7,89.8,99.3,101.2,105.9,97.4,106.8
O=C(N/N=C/c1ccc(-c2ccc(O)cc2)s1)c1[nH]c2ccc(Br)cc2c1-c1ccccc1,.,1.3*,6.8*,15.2,-71.4*,-28.0*,4.9*,7.8*,22.2
FC(F)(F)Sc1ccc(/C=C/c2cc(/C=C/c3ccc(SC(F)(F)F)cc3)n(-c3cccc(C(F)(F)F)c3)n2)cc1,108.4,93.2,112.0,85.7,94.5,101.9,99.4,95.6,102.5
Cc1cc(-c2cc(C)on2)no1,120.9,103.4,106.0,86.2,94.3,105.1,96.0,109.5,104.8
Cc1ccc(N=Nc2sc(-n3[nH]c(=O)ccc3=O)nc2O)cc1,88.1,96.4,100.9,83.0,108.2,95.4,97.1,118.4,106.7
